Bioassay records: PubChem BioAssay, NMMLSC
CIT2-GFP yeast: modulators of TOR pathway CIT2-GFP in S. cerevisiae | 320,000 compounds, 0.065% hits | S. cerevisiae CIT2-GFP strain, flow cytometry, 3 h; 100 means same as DMSO wells | GFP response vs DMSO, % at 10 µM;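 active = GFP response relative to DMSO above a set limit, near the screen mean plus 3 SD, cut at about 150% in these data; inconclusive = Fewer than 70 cells measured for a yeast strain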;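 also: ratio of well median GFP fluorescence to mean of DMSO wells on the plate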
MEP2-GFP yeast: modulators of TOR pathway MEP2-GFP in S. cerevisiae. S. cerevisiae MEP2-GFP strain, flow cytometry GFP, 3 h; 100% = DMSO control level. GFP response vs DMSO, % at 10 µM. 330,000 compounds, 0.51% hits;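 active = GFP response versus DMSO above a set limit, roughly screen mean plus 3 SD, cut at about 180% in these data; inconclusive = fewer than 70 cells counted for a yeast strain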;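 also: median GFP fluorescence of the barcode-gated MEP2-GFP cells per well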
CR mimetic SO: caloric restriction mimetics inhibiting age-related superoxide in yeast; AID 2690; superoxide response (% of plate mean), % at 10 µM; 330,000 compounds, 0.18% hits; S. cerevisiae aged cells, superoxide DHE fluorescence; active compounds read low;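 active = superoxide response under a set limit, about three screen SD below normal, cut at about 65% in these data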;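 also: yeast aged for seven days with compound at 30 °C before DHE staining; 100% = average MFI of all compound-treated wells on the plate with controls excluded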
GRK2 inh: human GRK2 inhibition via aptamer displacement; bead flow cytometry, FAM-aptamer displacement from GRK2; inhibition of aptamer binding, % at 10 µM; 330,000 compounds, 0.59% hits;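 active = inhibition of aptamer binding above 40%, roughly 3 SD of noise, on plates passing a quality check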;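 also: median bead fluorescence of bound FAM aptamer so fluorescent compounds give negative values; no value below 0 was filed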
RPL19A-GFP yeast: modulators of TOR pathway RPL19A-GFP in S. cerevisiae; S. cerevisiae RPL19A-GFP strain, flow cytometry, 3 h; active compounds read low; percent response vs DMSO, % at 10 µM; 330,000 compounds, 0.3% hits;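 active = percent response vs DMSO below 50%; inconclusive = fewer than 70 events counted for the yeast strain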;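 also: median channel GFP fluorescence of the barcoded RPL19A-GFP strain; ratio of sample median GFP to plate DMSO average so 100% = DMSO; lower means less RPL19A-GFP as with rapamycin TOR inhibition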
AGP1-GFP MLPCN: alters AGP1-GFP fluorescence in TOR pathway yeast screen | 320,000 compounds, 0.02% hits | GFP response vs DMSO, % at 10 µM | S. cerevisiae AGP1-GFP multiplex flow cytometry, 3 h; GFP as percent of DMSO wells | AID 2066;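 active = GFP response relative to DMSO above a set limit, near screen average plus 3 SD, cut at about 150% in these data; inconclusive = fewer than 70 cells counted for the yeast strain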;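 also: median GFP channel fluorescence of the gated AGP1 strain per well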
VLA-4 inh: inhibition in a human VLA-4 binding assay; P13612; VLA-4 expressing cells, ligand binding flow cytometry; inhibition, % (about 7 µM as worked out from the volumes in the protocol); 330,000 compounds, 0.2% hits; AID 2557; in the data active = inhibition above about 50%
Target sequence (P13612 whole entry, looked up): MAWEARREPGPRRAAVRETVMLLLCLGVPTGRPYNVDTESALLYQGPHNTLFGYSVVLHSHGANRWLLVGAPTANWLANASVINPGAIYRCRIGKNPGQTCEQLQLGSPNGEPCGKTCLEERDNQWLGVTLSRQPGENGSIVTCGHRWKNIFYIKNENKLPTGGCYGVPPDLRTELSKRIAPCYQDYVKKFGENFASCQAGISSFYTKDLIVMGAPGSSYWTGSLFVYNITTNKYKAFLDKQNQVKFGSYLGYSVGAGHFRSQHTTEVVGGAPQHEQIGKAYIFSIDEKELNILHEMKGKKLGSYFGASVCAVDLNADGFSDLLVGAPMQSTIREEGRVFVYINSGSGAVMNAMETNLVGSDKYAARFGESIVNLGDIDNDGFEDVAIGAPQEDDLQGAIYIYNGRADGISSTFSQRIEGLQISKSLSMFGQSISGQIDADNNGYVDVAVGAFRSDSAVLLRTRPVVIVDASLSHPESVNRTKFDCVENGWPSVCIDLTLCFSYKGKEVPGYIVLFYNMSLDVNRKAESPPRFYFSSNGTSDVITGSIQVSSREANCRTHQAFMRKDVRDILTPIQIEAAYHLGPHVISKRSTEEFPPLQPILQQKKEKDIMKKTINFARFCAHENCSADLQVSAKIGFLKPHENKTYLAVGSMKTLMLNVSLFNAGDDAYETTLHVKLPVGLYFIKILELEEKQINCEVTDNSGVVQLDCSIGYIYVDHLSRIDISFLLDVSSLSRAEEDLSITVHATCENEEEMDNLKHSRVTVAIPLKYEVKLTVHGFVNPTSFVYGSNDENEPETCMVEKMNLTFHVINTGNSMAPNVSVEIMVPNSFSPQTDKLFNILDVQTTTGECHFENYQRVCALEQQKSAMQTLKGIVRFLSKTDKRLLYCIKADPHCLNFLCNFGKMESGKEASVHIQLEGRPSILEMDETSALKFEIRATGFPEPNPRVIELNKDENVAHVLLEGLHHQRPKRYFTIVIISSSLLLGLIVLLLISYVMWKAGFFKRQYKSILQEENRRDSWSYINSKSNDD
LAP4-GFP MLPCN: yeast TOR pathway LAP4-GFP modulation | 320,000 compounds, 0.34% hits | S. cerevisiae LAP4-GFP multiplex, flow cytometry GFP, 3 h; median GFP as percent of DMSO wells | GFP response vs DMSO, % at 10 µM | AID 2023;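 active = GFP response vs DMSO above a set limit, about the screen mean plus 3 SD, cut at about 150% in these data; inconclusive = under 70 cell events counted for the yeast strain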
Starred values were filed as active, the others as inactive; ? = inconclusive; . = not tested or not shown.

SMILES | CIT2-GFP yeast | MEP2-GFP yeast | CR mimetic SO | GRK2 inh | RPL19A-GFP yeast | AGP1-GFP MLPCN | VLA-4 inh | LAP4-GFP MLPCN
O=C(CN1C(=O)COc2ccc(S(=O)(=O)N3CCCC3)cc21)NC1CCCCCCC1 | 93 | 92 | 94 | 3 | 100 | 88 | 3 | 83
CC(=O)Nc1cccc(NC(=O)c2cc(-c3ccccn3)nc3ccc(Cl)cc23)c1 | 95 | 101 | 116 | 10 | 104 | 92 | 3 | 71
O=C(Nc1nnc(SCc2ccccc2Cl)s1)C1COc2ccccc2O1 (stereo not drawn) | 95 | 99 | 85 | 0 | 95 | 98 | 2 | 102
Cc1noc(C)c1COC(=O)c1cccc(N(C)C)c1 | 98 | 91 | 86 | 0 | 97 | 99 | 5 | 110
CC1CN(S(=O)(=O)c2ccc(C(=O)N(CCCN(C)C)c3nc4c(Cl)cccc4s3)cc2)CC(C)O1 (stereo not drawn) | 106 | 100 | 90 | 0 | 104 | 103 | 11 | 93
CCN(CC)C(=O)C1CCN(c2ncnc3c2cnn3-c2ccc(C)cc2C)CC1 | 91 | 98 | 91 | 0 | 96 | 97 | 7 | 93
O=C(COC(=O)c1ccccc1NC(=O)C1CC1)c1ccc2c(c1)OCCO2 | 98 | 102 | 101 | 1 | 98 | 105 | 10 | 107
Nc1cc(C(=O)OCC(=O)N2CCC(Cc3ccccc3)CC2)ccc1Cl | 97 | 95 | 94 | 0 | 94 | 94 | 45 | 95
CC1CC(NS(=O)(=O)c2cccs2)CC(C)(C)C1 (stereo not drawn) | 64 | 88 | 101 | 1 | 101 | 75 | -32 | 105
CC(C)(C)C(=O)CSc1ncnc2c1cnn2-c1ccccc1 | . | 100 | 119 | 1 | 100 | . | 12 | .
O=C(CCc1ccccc1)NNC(=O)c1ccc(Cl)cc1 | 99 | 114 | 92 | 3 | 97 | 100 | 4 | 102
CCOc1ccc(NC(=O)C(C)NC(=O)c2ccccc2Cl)cc1S(=O)(=O)N1CCCC1 (stereo not drawn) | 91 | 101 | 98 | 1 | 102 | 103 | 3 | 102
O=C(CCCc1ccccc1)NCc1ccccc1 | 98 | 91 | 94 | 3 | 108 | 97 | 12 | 117
COc1cccc(N2CCN(C(=O)c3nc4nc(C)cc(C)n4n3)CC2)c1 | . | 105 | 99 | 0 | 98 | 107 | 3 | 104
COc1ccc(C(Nc2cc(C)ccn2)c2ccc3ccc(C)nc3c2O)cc1 (stereo not drawn) | 84 | 100 | 83 | 0 | 96 | 101 | 8 | 130
CC1CC2(C)Oc3ccccc3C3OCC1(CO)C(C)C32 (stereo not drawn) | 111 | 103 | 89 | 4 | 100 | 101 | 1 | 100
CCOc1ccc(CCNS(=O)(=O)c2ccc3c(c2)oc(=O)n3C)cc1OCC | 96 | 99 | 76 | 1 | 98 | 98 | 0 | 91
CCCCc1ccc(-c2nc(-c3ccncc3)no2)cc1 | 99 | 105 | 84 | 0 | 99 | 101 | -3 | 104
CCCCN(C(=O)CCCSc1nc2ccccc2[nH]1)c1c(N)n(Cc2ccccc2)c(=O)[nH]c1=O | 104 | 99 | 90 | 4 | 101 | 99 | 0 | 99
CCOc1cc(CNCC(C)C)cc(Cl)c1OCc1ccccc1 | 97 | 103 | 86 | 0 | 98 | 105 | 26 | 110
Cc1cc(C)c(C#N)c(N2CCN(C(=O)C3COc4ccccc4O3)CC2)n1 (stereo not drawn) | 88 | 99 | 99 | 0 | 96 | 93 | -17 | 107
Cc1ccccc1NC(=O)c1cccc2c1C(=O)N(C1CCCCC1)C2 | 100 | 94 | 103 | 2 | 97 | 101 | -6 | 98
C#Cc1cccc(NC(=O)CSc2nnc(-c3ccc(C(F)(F)F)cn3)o2)c1 | 84 | 87 | 91 | . | 94 | 93 | 10 | 95
O=C(c1ccncc1)N1CCN(S(=O)(=O)c2ccc(F)cc2)CC1 | 96 | 97 | 100 | 1 | 97 | 101 | 12 | 105
O=S(=O)(c1ccc(F)cc1)N1CCCC(c2nc(-c3ccc(F)cc3)no2)C1 (stereo not drawn) | 73 | 93 | 97 | 4 | 93 | 75 | -13 | 110
CCNC(=O)c1cnn(-c2ccccc2)c1-c1ccccc1 | 109 | 112 | 96 | 3 | 103 | 101 | -2 | 94
CC(C)n1c(O)c(N=Nc2ccc(Cl)nn2)c2ccccc21 | 96 | 103 | 106 | 0 | 96 | 100 | -122 | 103
CCC(=O)c1ccc(OCC(=O)NC2CCN(Cc3ccccc3)CC2)cc1 | 92 | 108 | 90 | 0 | 98 | 104 | -14 | 105
O=c1cc(N2CCC3(CC2)OCCO3)[nH]c(=O)n1-c1ccc(Cl)cc1 | 105 | 98 | 77 | 0 | 99 | 100 | -4 | 98
COc1ccc(Cl)cc1NC(=O)CN(C)C(=O)c1ccc(-n2cncn2)cc1 | 101 | 98 | 109 | 0 | 101 | 96 | 22 | 85
CC(=O)N(CCCc1ccc(C(C)(C)C)cc1)CCCN(C)C | 105 | 106 | 90 | 0 | 103 | 108 | 4 | 104
CCNc1nc(NCC)n2c(SCC(=O)Nc3ccc(OC)c(OC)c3)nnc2n1 | 98 | 97 | 83 | 10 | 92 | 96 | 11 | 96
Cc1ccc(CNC(=O)C2CCC(CNS(=O)(=O)c3cccs3)CC2)cc1 (stereo not drawn) | 97 | 108 | 107 | 0 | 92 | 90 | -7 | 83
C/C=C/C(=O)Nc1cccc(C2=NOC3(C2)C[C@H](C(N)=O)N(C(=O)/C=C/C)C3)c1 (stereo partly drawn) | 122 | 97 | 94 | 0 | 96 | 87 | 7 | 127
Cn1c(SCC(=O)NC2CC2)nnc1C(F)(F)F | 105 | 110 | 92 | 0 | 97 | 99 | 2 | 101
CSc1cccc(NC(=S)N(CCN(C)C)C(C)c2ccccn2)c1 (stereo not drawn) | 102 | 111 | 118 | 0 | 105 | 97 | 10 | 97
C/C(=N\NC(=O)c1sccc1C)c1ccncc1 | 107 | 102 | 98 | 5 | 103 | 102 | 3 | 104
Cc1cc(=O)[nH]c(N2CCN(Cc3ccccc3)CC2)n1 | 106 | 106 | 107 | 0 | 102 | 113 | 7 | 99
O=C(Nc1cccc(S(=O)(=O)NC2=NCCC2)c1)c1c(F)cccc1Cl | 108 | 109 | 81 | 1 | 109 | 113 | 6 | 110
Clc1ccc(Cn2nnc3ccccc32)cc1 | 97 | 88 | 99 | 5 | 106 | 107 | -6 | 94
CCOC(=O)c1cc(C(=O)OCC)c(=O)[nH]c1N1CCCC1 | 101 | 102 | 94 | 3 | 105 | 99 | 0 | 96
O=CN1CCN(C2CC(=O)N(c3ccc(Br)cc3)C2=O)CC1 (stereo not drawn) | 103 | 96 | 79 | 14 | 96 | 94 | -11 | 94
Cc1ccc(-n2nc(C)c3c2OC(N)=C(C#N)C3c2ccoc2)cc1 (stereo not drawn) | 101 | 103 | 98 | 1 | 100 | . | 10 | 99
O=c1c2ccccc2nc2n1CCCCC2 | 101 | 102 | 102 | 1 | 102 | 104 | -6 | 100
CCOC(=O)c1[nH]c2ccc(F)cc2c1NC(=O)C(C)N1CCc2cc(OC)c(OC)cc2C1 (stereo not drawn) | 89 | 107 | 97 | 1 | 103 | 104 | -4 | 104
CN1C(=O)c2cccc3c(N)ccc(c23)C1=O | 103 | 108 | 89 | 2 | 104 | 102 | -10 | 93
COc1cc(NC(=O)C(=O)NNC(=O)C2CCCCC2)c(OC)cc1Cl | 99 | 95 | 94 | 4 | 96 | 95 | 1 | 96
C=CCN=C1N[C@@H](c2cccc(C(F)(F)F)c2)C(C(=O)OC)=C(C)N1CC | 63 | 97 | 105 | 0 | 91 | 78 | 28 | 107
COCCn1cnc2c1c(=O)n(Cc1ccccc1C#N)c(=O)n2Cc1ccccc1 | 103 | 103 | 101 | 0 | 101 | 101 | 7 | 96
O=C(CCC(=O)n1ncc2ccccc21)NCc1ccccc1Cl | 87 | 94 | 101 | 0 | 101 | 98 | 32 | 102
NS(=O)(=O)c1ccc(CCNC(=O)CCC(=O)c2cccs2)cc1 | 98 | 101 | 93 | 0 | 100 | 102 | -12 | 99
CC(C)Cc1ccc(/C=C/C(=O)N2CCOCC2)cc1 | 88 | 95 | 96 | 0 | 96 | 94 | 10 | 88
O=C(O)c1cccc(NC(=O)c2cccc(NC(=O)C3CCCO3)c2)c1 (stereo not drawn) | 89 | 98 | 86 | 6 | 96 | 106 | 7 | 112
O=C(Nc1ncnc2sc3c(c12)CCC3)c1ccco1 | 101 | 110 | 105 | 0 | 100 | 104 | -5 | 107
COc1ccc(S(=O)(=O)O/N=C2\CCCc3ccccc32)cc1 | 108 | 103 | 89 | 0 | 102 | 99 | -9 | 106
Cc1ccc(C(=O)NCc2ccco2)cc1 | 101 | 113 | 101 | 2 | 109 | 102 | 3 | 103
Nc1nc(NC(=O)c2ccc(F)cc2)ns1 | 90 | 90 | 101 | 0 | 97 | 88 | -8 | 107
CCOc1ccc(NC(=O)C2CCCN(S(=O)(=O)c3cccc4nsnc34)C2)cc1 (stereo not drawn) | 93 | 97 | 104 | 0 | 94 | 96 | -3 | 93
CC(C)OCCCNC(=O)c1ccc(Br)cc1 | 90 | 101 | 121 | 0 | 100 | 98 | -8 | 102
CCc1cccc(NC(=O)CCS(=O)(=O)c2cccc3nonc23)c1 | 97 | 100 | 98 | 0 | 96 | 98 | 15 | 99

The closing two compounds of the section above are carried over, then new ones follow:
SMILES | CIT2-GFP yeast | MEP2-GFP yeast | CR mimetic SO | GRK2 inh | RPL19A-GFP yeast | AGP1-GFP MLPCN | VLA-4 inh | LAP4-GFP MLPCN
CC(C)OCCCNC(=O)c1ccc(Br)cc1 | 90 | 101 | 121 | 0 | 100 | 98 | -8 | 102
CCc1cccc(NC(=O)CCS(=O)(=O)c2cccc3nonc23)c1 | 97 | 100 | 98 | 0 | 96 | 98 | 15 | 99
COc1cc(OC)cc(C(=O)NCC(=O)OCC(=O)N2CCc3ccccc32)c1 | 89 | 92 | 95 | 0 | 95 | 96 | -2 | 93
CCOCCCNC(=O)C(NC(=O)CNC(C)=O)c1ccc(Cl)cc1 (stereo not drawn) | 88 | 95 | 99 | 2 | 96 | 95 | 7 | 92
CC1CC(C)CN(S(=O)(=O)c2ccc(C(=O)NN3CCOCC3)cc2)C1 (stereo not drawn) | 103 | 100 | 77 | 1 | 110 | 110 | -7 | 102
O=C(N/N=C/c1cc(O)ccc1Br)c1cccnc1 | 108 | 106 | 100 | 2 | 105 | 98 | 2 | 93
Cc1cccc(C)c1NC(=O)CN(C)C(=O)c1ccccc1SCC(=O)N1CCCC1 | 85 | 84 | 105 | 0 | 89 | 102 | -34 | 108
CCOC(=O)N1CCN(S(=O)(=O)c2ccc3c(c2)SCC(=O)N3)CC1 | 97 | 105 | 105 | 0 | 101 | 103 | 3 | 106
CN(C)C(=O)C1(c2ccccc2)CCN(S(=O)(=O)c2ccccc2)CC1 | 84 | 84 | 107 | 0 | 89 | . | 5 | ?
Nc1ncc(-c2ccccc2)c(-c2ccc(O)cc2O)n1 | 105 | 101 | 96 | 4 | 106 | 100 | 15 | 94
COc1ccccc1NC(=O)C(=O)/C=C(\O)c1ccccc1 | 73 | 98 | 114 | 0 | 94 | 102 | 3 | 131
O=C(CSc1nnc(CNC(=O)c2ccco2)o1)Nc1cccc(F)c1 | 96 | 88 | 107 | 0 | 95 | 103 | -4 | 93
